Bioassay records as filed in PubChem.
M1 ag = activates human CHRM1 receptor; 360,000 compounds, 0.33% hits; CHO-K1 hM1, Fluo-8 calcium fluorescence, agonist mode; 0% DMSO, 100% acetylcholine EC100; activation, % at 3 µM; P11229;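 active = activation above the run's mean compound activation plus 3 SD, cut at about 16% in these data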;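 also: peak over basal fluorescence ratio within a 140 s kinetic read after compound addition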
CHO-K1 Ca antag = counter-screen for M1 antagonists: effect in parental CHO-K1 cells; ATP-induced calcium, Fluo-8 fluorescence; inhibition, % at 3 µM; 360,000 compounds, 0.6% hits;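 active = inhibition above a per-plate cutoff, the plate's mean sample inhibition plus 3 SD, cut at about 24% in these data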;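 also: 0% = DMSO plus EC80 ATP and 100% = DMSO alone without ATP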
M4 ag = agonists of human muscarinic M4 receptor (CHRM4). P08173. CHO-K1 hM4/Gqi5, Fluo-8 calcium fluorescence; vehicle 0%, full acetylcholine response 100%. activation, % at 3 µM. 360,000 compounds, 0.14% hits. AID 624127;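 active = activation above the run mean over all test wells plus 3 SD, cut at about 32% in these data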;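 also: peak over basal fluorescence ratio per well then scaled between controls; 0% = DMSO wells and 100% = acetylcholine at EC100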
Target sequence (P08173 whole entry, looked up): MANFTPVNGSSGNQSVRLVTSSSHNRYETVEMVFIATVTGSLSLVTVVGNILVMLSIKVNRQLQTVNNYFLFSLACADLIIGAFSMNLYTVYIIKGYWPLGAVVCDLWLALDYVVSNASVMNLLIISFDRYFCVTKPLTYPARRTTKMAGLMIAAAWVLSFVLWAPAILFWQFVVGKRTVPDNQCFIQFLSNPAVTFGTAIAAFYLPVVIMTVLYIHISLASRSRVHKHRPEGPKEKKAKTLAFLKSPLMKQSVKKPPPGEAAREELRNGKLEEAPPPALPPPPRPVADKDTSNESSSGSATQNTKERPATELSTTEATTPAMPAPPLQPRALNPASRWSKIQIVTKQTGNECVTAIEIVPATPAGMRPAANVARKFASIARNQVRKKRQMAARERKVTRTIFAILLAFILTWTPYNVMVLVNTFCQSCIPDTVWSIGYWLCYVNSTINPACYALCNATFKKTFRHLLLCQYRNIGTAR
CHO-K1 Ca ag = counter-screen for M1 agonists: effect in parental CHO-K1 cells; Fluo-8 calcium fluorescence; scaled to maximal ATP response, vehicle zero; 360,000 compounds, 0.48% hits; activation, % at 3 µM; in the data active = activation above about 15%;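 also: untransfected CHO-K1 host cells lacking M1 receptor as counterscreen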
CHO parental Ca = counter-screen: ATP calcium response change in parental CHO cells; parental CHO-K1, ATP-induced calcium, Fluo-8 fluorescence; inhibition, % at 5.6 µM; 330,000 compounds, 0.63% hits;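 active = inhibition above that plate's mean sample inhibition plus 3 SD, cut at about 26% in these data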;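 also: 0% = ATP-challenged DMSO wells and 100% = DMSO wells without ATP; some compounds past the cut are filed as inactive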
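Test system: parental CHO cells; detection: calcium-sensitive Fluo-8 fluorescence; evaluation: percent inhibition of calcium signal; also added: ATP as calcium-mobilizing challenge; repeats: one well per compound; control set: ATP-challenged DMSO wells low, unchallenged DMSO wells high; compound: single nominal dose of 5.6 µM per compound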
M1 PAM = potentiates human M1 receptor response to acetylcholine. CHO-K1 hM1, Fluo-8 calcium fluorescence, ACh EC20; 0% = ACh EC20, 100% = maximal ACh. activation, % at 3 µM. 360,000 compounds, 0.088% hits. AID 588819; in the data active = activation above about 19%, passing the limit was not always enough
M1 antag = human CHRM1 antagonism | 360,000 compounds, 1.3% hits | inhibition, % at 3 µM | P11229 | CHO-K1 hM1, Fluo-8 calcium fluorescence, ACh EC80 antagonist;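 active = percent inhibition above its own plate's cutoff, namely the mean of that plate's compound wells plus 3 SD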;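 also: peak over basal fluorescence ratio during 140 s after agonist addition; 0% = ACh EC80 plus DMSO and 100% = DMSO alone without agonist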
CHRM4 antagonist = CHRM4 antagonism in calcium assay; P08173; CHO-hM4 cells, ACh EC80, Fluo-8 calcium fluorescence; inhibition, % at 3 µM; 360,000 compounds, 0.73% hits;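 active = inhibition above its plate's cutoff, the mean inhibition of sample wells plus 3 SD, cut at about 27% in these data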;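 also: 0% = acetylcholine EC80 with DMSO and 100% = DMSO without agonist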
OXTR potentiate = human OXTR potentiation | AID 2445 | 320,000 compounds, 0.061% hits | P30559 | activation, % at 3 µM | CHO-OTR cells, Fluo-8 calcium fluorescence, potentiator mode; 0% = oxytocin EC15, 100% = EC100;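 active = activation above that plate's cutoff, the mean activation of tested compounds plus 3 SD, cut at about 6.6% in these data, passing the limit was not always enough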;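 also: 100% uses oxytocin at 75 nM as the full agonist control; some results filed as inactive read as strong as hits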
Target sequence (P30559 whole entry, looked up): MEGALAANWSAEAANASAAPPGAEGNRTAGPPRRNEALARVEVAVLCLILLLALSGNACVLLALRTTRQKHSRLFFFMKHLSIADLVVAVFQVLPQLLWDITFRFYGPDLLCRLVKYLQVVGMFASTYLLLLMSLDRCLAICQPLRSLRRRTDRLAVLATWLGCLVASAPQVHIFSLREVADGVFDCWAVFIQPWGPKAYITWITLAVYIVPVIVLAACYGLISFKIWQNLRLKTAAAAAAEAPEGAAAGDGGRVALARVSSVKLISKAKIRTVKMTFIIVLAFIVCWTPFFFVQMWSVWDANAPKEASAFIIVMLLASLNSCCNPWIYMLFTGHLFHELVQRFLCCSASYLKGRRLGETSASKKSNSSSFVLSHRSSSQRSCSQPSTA
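Dosing: Single dose, 3.0 µM nominal final compound concentration | Material: Human OTR in CHO cells | Technique: Kinetic Fluo-8 calcium fluorescence | Benchmarks: EC15 oxytocin alone as 0%, 75 nM oxytocin as 100% | Probe or stimulus: Oxytocin at about EC15, sub-maximal agonist stimulus | Incubation: Compound 6 min at room temperature before oxytocin, 100 s read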
Active calls of the source: *; . = no result given.

Molecule	M1 ag	CHO-K1 Ca antag	M4 ag	CHO-K1 Ca ag	CHO parental Ca	M1 PAM	M1 antag	CHRM4 antagonist	OXTR potentiate
CC1Cc2ccccc2N1C(=O)C1CCCN(S(=O)(=O)c2cccc3nsnc23)C1 (stereo not drawn)	-3.5	-2.4	5.0	1.4	-17.0	-3.7	-9.0	-9.8	-11.0
COc1ccc(CCNc2nc(C)nc3c2nnn3Cc2ccccc2)cc1	-3.0	-3.5	0.5	-0.4	-18.3	11.2	-18.3	-4.1	-3.5
C/C(NC1CCCCC1)=C(/C#N)C(=O)NCCN1CCOCC1	-5.2	-5.8	0.4	0.4	-12.8	10.5	-16.6	-1.6	-7.0
CC1CC(C)(C)NC(=S)N1CCC(=O)N1CCc2ccccc2C1 (stereo not drawn)	-6.7	-13.5	1.6	0.2	-22.2	10.7	-10.4	0.7	-12.2
Cc1ccc(C(=O)Nc2ccncc2)c(C)c1	-0.5	-12.3	3.8	2.6	-5.5	5.9	-14.4	2.5	-4.2
CC1=C(C(=O)N2CCOCC2)C(c2cccc3ccccc23)NC(=S)N1 (stereo not drawn)	-2.4	-3.0	0.7	0.2	-6.7	-2.4	5.9	3.0	-2.0
O=C(O)c1ccc(/C=C2\SC(=Nc3ccccc3)N(c3ccccc3)C2=O)cc1	-1.4	17.6	0.3	11.3	-4.1	-11.9	13.2	-1.0	-6.0
CCCOC(=O)Cc1c(O)c2ccccc2[nH]c1=O	-2.9	12.4	0.3	-0.1	-13.0	2.5	-13.2	6.9	-1.1
Nc1ccccc1C(=O)/C=C/c1ccc2c(c1)OCO2	-2.3	-5.7	2.2	0.0	-11.9	3.0	-1.1	-0.7	-9.3
C=CCn1c(SCC(=O)NC2CCCCC2)nnc1-c1ccc(OC)cc1	-7.4	-7.6	1.1	1.8	-13.7	3.0	-3.1	-2.4	-14.4
CC1(C)CC(=O)C2=C(C1)NC(=O)CC2	5.7	2.7	-0.1	-0.1	.	1.6	5.2	-0.5	.
O=C(CSc1cccc2cccnc12)OCC(=O)c1ccc(Br)cc1	-2.5	-3.8	1.2	0.2	8.1	5.5	-5.0	5.8	-19.5
CCC(C)(C)n1nnnc1CN1CCN(c2nc3ccc(C)cc3cc2C#N)CC1	-0.4	-2.2	0.3	0.2	-19.9	4.3	-6.8	-0.6	-4.3
COc1ccc(NC(=O)CN2CCN(C3c4ccccc4-c4ccccc43)CC2)cc1	-4.4	-27.1	0.2	1.9	-20.5	5.8	-0.5	-0.7	-2.6
CC(C)C[C@@H](CN1CCC[C@@H]1CN1C(=O)C(=O)NC[C@@H]1Cc1ccccc1)N1C[C@H](Cc2ccccc2)N(CC2CCCCC2)C(=O)C1=O	.	-7.4	-1.3	0.0	.	.	.	-1.9	.
COc1ccc(S(=O)(=O)NCC(c2ccco2)N2CCc3ccccc32)cc1 (stereo not drawn)	-1.5	-0.8	-0.3	-0.8	-17.3	5.2	-6.5	2.7	-19.8
CCCNC(=O)c1c(CSc2ccccc2)noc1C(=O)NCc1ccccc1	-7.7	-6.1	1.1	-0.7	-10.8	2.6	-6.8	2.5	-5.6
CCOC(=O)C(NC(=O)CC)(Nc1ccc(S(=O)(=O)Nc2onc(C)c2C)cc1)C(F)(F)F (stereo not drawn)	-3.0	-3.5	1.4	0.3	6.0	0.5	-1.9	-4.9	-7.1
Cc1ccc2nc(NCc3ccccc3)[nH]c2c1	-2.9	-3.0	1.7	0.7	-13.7	6.0	-7.9	-0.1	-6.0
O=C(Cc1ccc(Cl)cc1)Nc1cccc(-c2nnc(-c3ccco3)o2)c1	-2.5	4.9	2.2	1.0	-3.1	8.0	-6.1	4.7	-5.0

Two of the compounds above, with each value named.
structure: CCOC(=O)C(NC(=O)CC)(Nc1ccc(S(=O)(=O)Nc2onc(C)c2C)cc1)C(F)(F)F (stereo not drawn)
  M1 ag: -3.0 | CHO-K1 Ca antag: -3.5 | M4 ag: 1.4 | CHO-K1 Ca ag: 0.3 | CHO parental Ca: 6.0 | M1 PAM: 0.5 | M1 antag: -1.9 | CHRM4 antagonist: -4.9 | OXTR potentiate: -7.1
structure: CC1=C(C(=O)N2CCOCC2)C(c2cccc3ccccc23)NC(=S)N1 (stereo not drawn)
  M1 ag: -2.4 | CHO-K1 Ca antag: -3.0 | M4 ag: 0.7 | CHO-K1 Ca ag: 0.2 | CHO parental Ca: -6.7 | M1 PAM: -2.4 | M1 antag: 5.9 | CHRM4 antagonist: 3.0 | OXTR potentiate: -2.0

Going on with the list:
Molecule	M1 ag	CHO-K1 Ca antag	M4 ag	CHO-K1 Ca ag	CHO parental Ca	M1 PAM	M1 antag	CHRM4 antagonist	OXTR potentiate
O=C1CC(c2ccccc2)CC(O)=C1C=Nc1cccc(Cl)c1 (stereo not drawn)	-6.7	0.2	0.1	-0.1	-13.0	2.1	3.2	-1.6	-7.8
Cc1ccc(C)c(S(=O)(=O)N2CCCC2CNC(=O)C(=O)NC2CCCC2)c1 (stereo not drawn)	-3.0	-3.5	1.7	2.4	-14.6	10.0	-17.3	-5.8	-5.3
COCC(=O)N1CCC2CC1c1c(-c3ccc(C(F)(F)F)cc3)cccc12 (stereo not drawn)	0.8	16.4	0.6	0.1	.	5.3	-6.8	-9.4	.
CCCC(=O)N(c1ccccc1)C1C=CS(=O)(=O)C1 (stereo not drawn)	-4.8	-4.7	1.2	0.1	4.8	2.8	-4.2	-17.0	-1.3
COCCNC(=O)C1(C)Cc2c(-c3ccc(NC(C)=O)cc3)ccnc2O1 (stereo not drawn)	1.2	-3.0	0.1	0.4	.	10.8	-10.9	-3.9	.
O=C(Nc1nc(-c2cccnc2)cs1)c1ccc([N+](=O)[O-])cc1	-2.6	-15.7	7.5	1.8	-1.5	1.9	-3.4	-4.9	0.6
CC(NC(=O)COc1ccc(/C=N/NC(=O)CO)cc1)c1ccccc1 (stereo not drawn)	-5.0	-3.6	1.2	0.5	-7.7	5.4	-8.1	3.9	-8.3
Cc1nc(N2CCOCC2)[nH]c(=O)c1C(O)C(Cl)(Cl)Cl (stereo not drawn)	-0.4	5.8	1.4	0.4	1.1	5.7	15.9	1.2	-7.4
O=C1c2ccccc2C(=O)N1CCC#C/C=C1\c2ccccc2C(=O)N1c1ccccc1	-4.1	-8.4	4.8	2.1	.	-4.5	0.2	8.2	.
Cc1[nH]n(-c2ccccc2)c(=O)c1/C=N/NC(=O)c1cccc(F)c1	1.8	-3.7	2.6	1.6	-9.8	12.7	-16.1	3.2	1.7
CCOC(=O)c1cc(-c2ccccc2)sc1NC(=O)COC(=O)c1cccc(S(N)(=O)=O)c1	-4.7	1.5	0.9	0.0	-7.9	4.4	-10.2	-1.5	-2.0
Cc1ccnc(NC(=O)CC(NC(=O)c2ccccc2Cl)c2ccccc2)c1 (stereo not drawn)	-1.8	3.4	2.5	1.1	-7.9	3.9	-5.9	-6.7	-1.4
COCCCNC(=O)c1cc(C(=O)c2ccccc2Br)c[nH]1	-0.6	-13.6	3.0	1.9	-1.9	1.0	-1.1	-3.6	-12.4
CC(=O)N1CCOc2ccc(S(=O)(=O)N3C(C)CCCC3C)cc21 (stereo not drawn)	-2.9	-22.3	2.2	0.7	-15.1	6.7	-5.7	-13.6	0.6
O=S(=O)(/N=C/N1CCOCC1)c1ccc(Cl)cc1	0.2	12.0	0.4	0.1	-5.3	13.3	-15.2	7.4	-14.2
COC(=O)c1cc2cc(OC)ccc2n1C	-4.6	0.1	-0.2	-0.6	-12.5	4.5	-14.1	-6.4	-2.4
C=CC[C@H](CC(=O)N(CCO)Cc1ccccc1)C(=O)N[C@@H](COC(=O)[C@@H](CC=C)Cc1ccc(F)cc1)Cc1ccccc1	-4.5	-2.5	16.7	0.2	-8.5	1.0	8.5	11.6	-9.5
COc1cc(C2C3=C(CC(C)(C)CC3=O)OC3=C2C(=O)CC(C)(C)C3)cc([N+](=O)[O-])c1O	-13.3	-5.3	-0.5	-0.5	0.6	2.4	3.6	3.6	-17.2
Cc1ccc(S(=O)(=O)N2CCOCC2)cc1NC(=O)CSc1nnc(N)s1	-0.5	-4.2	1.3	0.7	-9.3	3.6	-8.2	2.6	-7.5
COc1ccc(/C=N/NC(=O)c2cccc(S(=O)(=O)N3CCCC3)c2)cc1O	-3.1	-6.2	2.7	1.0	-26.5	10.2	-3.9	-19.4	0.4
CN(C(=O)c1ccc(Oc2ccc([N+](=O)[O-])cc2)cc1)C1CCCCC1	0.1	16.1	6.0	3.4	7.8	9.9	-11.9	-2.3	-16.2
Cc1ccc(NC(=O)CCN2C(=O)c3ccccc3C2=O)c(C)c1	-4.2	-7.5	1.0	1.3	-6.8	2.7	-4.8	-5.7	-3.5
CC1(C(=O)Nc2ccc(Cl)c(Cl)c2)CCN1C(=O)CC1CCCC1 (stereo not drawn)	-7.2	-13.6	-1.2	0.2	.	-2.8	-13.7	-16.2	.
O=C(CSCc1ccccc1)Nc1cc([N+](=O)[O-])ccc1F	-6.8	5.6	0.5	0.4	-5.8	5.6	-7.2	-12.4	-7.8
COc1ccc(Cl)cc1C(=O)NNC(=O)c1[nH]c(C)c(C(C)=O)c1C	-5.8	-14.0	3.3	0.6	-23.1	0.4	-14.1	4.5	-6.9
NS(=O)(=O)c1cccc(NC(=O)c2ccccc2NS(=O)(=O)c2ccc(F)cc2)c1	-3.7	-18.9	-0.6	0.9	-14.4	12.6	-15.9	-2.9	-2.4
O=C(CCNC(=O)C1CCN(S(=O)(=O)c2ccccc2)CC1)NCc1cccc(Cl)c1	-0.9	-9.4	2.1	2.0	-3.8	4.6	-11.4	-9.8	-7.3
COC(=O)CCCC1=CC2=CC(=O)C(C)(OC(=O)c3cccs3)C(=O)C2=CN1CCCOC(C)C (stereo not drawn)	-3.9	-14.6	1.4	1.2	-12.9	9.3	-10.1	-4.5	-9.0
CCc1cccc(CC)c1NC(=O)c1cccc(NC(=O)c2ccccc2)c1	-4.0	-0.7	4.2	1.7	-18.9	0.9	0.6	-3.6	-12.2
COc1cc(-c2noc(CCCC(=O)NCc3ccccc3)n2)cc(OC)c1OC	-5.9	-11.7	1.6	0.8	-8.0	0.3	6.7	6.7	-6.8
O=C(CN1C(=O)c2cccc3cccc1c23)NC1CCCCC1	-2.3	7.4	0.4	-0.1	2.7	4.5	-9.2	1.9	-0.3
O=C(CC12CC3CC(CC(C3)C1)C2)N/N=C/c1ccc([N+](=O)[O-])o1	-3.7	-10.7	5.9	2.4	-19.2	-1.3	-0.6	-2.8	-8.5
NC(=S)Nc1cccc2cnccc12	-5.6	-6.1	1.0	0.4	-2.1	2.9	-9.0	-5.3	-10.4
Nc1c(N(CCCO)C(=O)CCCN2C(=O)c3cccc4cccc(c34)C2=O)c(=O)[nH]c(=O)n1Cc1ccccc1	-8.1	-9.1	-0.5	0.0	.	1.1	-0.5	-3.2	.
COc1ccc(C2c3c(ncn(CCN4CCOCC4)c3=N)Oc3ccc4ccccc4c32)cc1 (stereo not drawn)	-4.7	-8.6	2.8	1.1	-12.2	6.7	3.7	7.0	-5.0
O=C1c2ccccc2NC(c2ccc3c(c2)OCCO3)N1c1ccc2c(c1)OCCO2 (stereo not drawn)	-3.1	5.5	3.6	2.1	-15.5	-4.5	9.7	-1.5	-4.9
